Bioassay records: PubChem, several laboratories
Dengue-2 NS5 capping = Dengue-2 NS5 methyltransferase inhibitors, primary screen, biochemical, confirmation dose response (AID 588689); 340,000 tested, 0.3% active; inhibition, % at 25 µM; hits with a dose series show IC50 in µM; Dengue-2 NS5 methyltransferase capping enzyme assay, biochemical; higher % means a stronger effect; in the data active = a potency from the dose series; inconclusive = inhibition above about 29% without an active follow-up result
Myeloid diff MLP = induction of myeloid progenitor differentiation, primary screen, cell-based, flow cytometry, MLPCN library; ER-HoxA9 myeloid progenitors, lysozyme-GFP differentiation; calls only at 10 µM; 360,000 tested, 1% active;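 active = normalized GFP-positive differentiation at or above the plate's own cutoff, the solvent-only control mean plus 3 SD; inconclusive = no clear call, values can overlap the other calls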;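 also: cells exposed to compound for four days before flow analysis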
Dengue-2 NS5 capping pilot replicate = further read-out of Dengue-2 NS5 capping, marked with its call; inhibition, %; measured here: pilot screen replicate inhibition
Myeloid diff MLP GFP+ MAC1+ % = also measured in Myeloid diff MLP; calls as there; GFP+ MAC1+ double positive, %; measured here: differentiation confirmed by MAC1 staining
Numbers without * were called inactive; i = inactive; ? = inconclusive; · = no result given; + = active, no number; & = joins results of further samples. These rows are one share of the data, so the mix of outcomes need not match the whole.

SMILES | Dengue-2 NS5 capping | Myeloid diff MLP | Myeloid diff MLP GFP+ MAC1+ % | others
CCCCn1c(N)c(N(CCOC)C(=O)c2cc(-c3ccc(OC)cc3)nc3ccccc23)c(=O)[nH]c1=O | -9% | i | 0.5
Cc1sc2ncnc(N3CCC(C(=O)Nc4cc(S(C)(=O)=O)ccc4Cl)CC3)c2c1C | -12% | i | 0.7
CCOc1ccc(CCNC(=O)COC(=O)c2nn(C)c(=O)c3ccccc23)cc1OCC | 0% | i | 0.6
Cc1ccc(CNS(=O)(=O)CCNC(=O)c2ccccc2)cc1 | -1% | i | 1.0
COc1cc(C(=O)NCC(c2cccs2)N2CCOCC2)cc(Br)c1OCc1ccccc1 (stereo unspecified) | 1% | i | 0.4
O[C@@H]1CN(Cc2cccs2)[C@@H](c2ccccc2)C[C@H]1n1cc(-c2ccc(F)cc2)nn1 | -7% | i | 0.2
CC(C)C1C(=O)N(Cc2cn(Cc3ccco3)nn2)CCS(=O)(=O)N1Cc1ccc(-c2ccc(Cl)cc2)cc1 (stereo unspecified) | -4% | i | 0.1
CN(Cc1ccccc1)C(=O)CN1C(=O)NC2(CCCCCCC2)C1=O | -8% | i | 0.0
CC(=O)Nc1c(Br)cc2c(c1Br)Cc1cc(Br)ccc1-2 | -16% | i | 0.5
CC(C)[C@H](NC(=O)c1ccccc1)C(=O)OCC(=O)c1ccc(S(=O)(=O)N2CCCCC2)cc1 | -4% | i | 0.7
O=C(NCCS(=O)(=O)N1CCN(c2ccc(F)cc2)CC1)C12CC3CC(CC(C3)C1)C2 | -9% | i | 0.9
Cc1ccc(-c2csc(NC(=O)C3=COCCO3)n2)cc1C | -11% | i | 0.0
CCOc1ccc(N(C)S(=O)(=O)c2ccc(C)c(C(=O)Nc3nnc(C4CC4)s3)c2)cc1 | 5% | i | 0.4
COc1cc(OC)cc(C(=O)NC2CC3CCC(C2)N3C)c1 (stereo unspecified) | -7% | i | 0.3
CC(Oc1ccc(F)cc1)C(=O)Nc1cc(C(F)(F)F)ccc1-n1cncn1 (stereo unspecified) | 0% | i | 0.4
Cc1ccc(NC(=O)CN2C(=O)NC(C)(CC(C)C)C2=O)c(Br)c1 (stereo unspecified) | 2% | i | 0.4
CCOC(=O)N(C)C[C@@H]1OCc2cnnn2CCCC(=O)N([C@@H](C)CO)C[C@@H]1C | 3% | i | 0.4
Cc1cccc(C(=O)NCC(=O)OCC(=O)c2ccc(C)s2)c1 | 2% | i | 0.6
CN1CCN(C(=O)CNC(=O)c2cccs2)CC1 | 4% | i | 1.2
COC(=O)CCCC(=O)OC | -4% | i | 2.0
O=C(NNC(=O)c1cccs1)c1ccc(Cl)c(S(=O)(=O)N2CCCC2)c1 | 7% | i | 0.4
COc1ccc(NC(=O)c2cc(-c3ccco3)nc3ccccc23)cn1 | 0% | i | 0.3
C[C@@H]1CN([C@H](C)CO)C(=O)CCCn2nncc2CO[C@H]1CN(C)C(=O)CCC(F)(F)F | -5% | i | 0.6
Cn1ncc([N+](=O)[O-])c1C(=O)Nc1cc(Cl)ccc1Cl | -5% | i | 1.2
O=C(CSc1nc(=O)n2ccccc2n1)Nc1ccc2c(c1)OCO2 | -3% | i | 0.8
O=[N+]([O-])c1ccc(CN2CC(N3CCN(CCO)CC3)CS2(=O)=O)cc1 (stereo unspecified) | 3% | i | 0.4
O=C(CC1SC(N2CCCCC2)=NC1=O)Nc1cccc(C(=O)N2CCCC(C(F)(F)F)C2)c1 (stereo unspecified) | -11% | i | 1.6
CC(C)[C@H](NC(=O)c1ccccc1)C(=O)OCC(=O)NCC1CCCO1 (stereo partly specified) | 2% | i | 1.3
COc1cccc(CN(C)C(=O)CN2C(=O)NC3(CCCc4ccccc43)C2=O)c1 (stereo unspecified) | -4% | i | 1.3
Cc1ccc(S(=O)(=O)N2[C@@H](c3ccc(F)cc3)C(C(=O)O)=CC[C@H]2c2cccc(C)c2)cc1 | 9% | i | 1.0

14 structures from above, arranged by length of the SMILES, smallest number first:
SMILES | Dengue-2 NS5 capping | Myeloid diff MLP | Myeloid diff MLP GFP+ MAC1+ % | others
COC(=O)CCCC(=O)OC | -4% | i | 2.0
CN1CCN(C(=O)CNC(=O)c2cccs2)CC1 | 4% | i | 1.2
COc1cc(OC)cc(C(=O)NC2CC3CCC(C2)N3C)c1 (stereo unspecified) | -7% | i | 0.3
Cc1cccc(C(=O)NCC(=O)OCC(=O)c2ccc(C)s2)c1 | 2% | i | 0.6
O=C(CSc1nc(=O)n2ccccc2n1)Nc1ccc2c(c1)OCO2 | -3% | i | 0.8
Cn1ncc([N+](=O)[O-])c1C(=O)Nc1cc(Cl)ccc1Cl | -5% | i | 1.2
Cc1ccc(NC(=O)CN2C(=O)NC(C)(CC(C)C)C2=O)c(Br)c1 (stereo unspecified) | 2% | i | 0.4
CC(C)[C@H](NC(=O)c1ccccc1)C(=O)OCC(=O)NCC1CCCO1 (stereo partly specified) | 2% | i | 1.3
CC(Oc1ccc(F)cc1)C(=O)Nc1cc(C(F)(F)F)ccc1-n1cncn1 (stereo unspecified) | 0% | i | 0.4
O=C(NNC(=O)c1cccs1)c1ccc(Cl)c(S(=O)(=O)N2CCCC2)c1 | 7% | i | 0.4
COc1cccc(CN(C)C(=O)CN2C(=O)NC3(CCCc4ccccc43)C2=O)c1 (stereo unspecified) | -4% | i | 1.3
CCOC(=O)N(C)C[C@@H]1OCc2cnnn2CCCC(=O)N([C@@H](C)CO)C[C@@H]1C | 3% | i | 0.4
C[C@@H]1CN([C@H](C)CO)C(=O)CCCn2nncc2CO[C@H]1CN(C)C(=O)CCC(F)(F)F | -5% | i | 0.6
Cc1ccc(S(=O)(=O)N2[C@@H](c3ccc(F)cc3)C(C(=O)O)=CC[C@H]2c2cccc(C)c2)cc1 | 9% | i | 1.0

Remaining list, next part:
SMILES | Dengue-2 NS5 capping | Myeloid diff MLP | Myeloid diff MLP GFP+ MAC1+ % | others
Cc1cc(C(=O)NNC(=O)c2ccc(Cl)c(S(N)(=O)=O)c2)c(C)o1 | 11% | i | 0.7
CC(=O)Nc1ccc(S(=O)(=O)N(C)CC(=O)NNC(=O)c2cccs2)cc1 | -3% | i | 0.4
COc1ccc2c(c1)[C@H]1[C@H](CO2)[C@H](c2ccccc2)[C@]2(C)C(=O)Nc3ccc(C)cc3C(=O)N12 | 0% | i | 1.9
O=C(OCC(=O)c1ccc[nH]1)c1ccc(Br)cc1 | -6% | i | 1.4
O=C(c1cccc(S(=O)(=O)N2CCCC2)c1)N1CCOCC1 | -5% | i | 0.2
O=C(O)c1cc(S(=O)(=O)N2CCOCC2)c[nH]1 | -5% | i | 1.4
Cc1ccc(C)c(NC(=O)COC(=O)COc2cccc3c2OC(C)(C)C3)c1 | 0% | i | 0.2
COc1ccc(CC(=O)Nc2cc(S(=O)(=O)N3CCOCC3)ccc2N2CCCC2)c(OC)c1 | -9% | i | 1.4
CCOC(=O)c1c(C)[nH]c(C(=O)OCC(=O)c2ccc(OC)cc2OC)c1C | 5% | i | 1.7
CCCCCCn1c(=O)n2n(c1=O)[C@@H]1CN(S(=O)(=O)c3ccc(C)cc3)C[C@]1(O)[C@@H](OC(=O)NC1CCCC1)C2 | -5% | i | 2.0
CCOC(=O)c1nn(-c2ccc(F)cc2)c(=O)cc1OCC(=O)Nc1ccc(F)c(F)c1 | -1% | i | 0.7
O=C(COC(=O)c1ccc(O)cc1O)NNC(=O)c1cccs1 | -2% | i | 1.2
C[C@@]12C(=O)Nc3ccccc3C(=O)N1[C@H]1c3cc(Br)ccc3OC[C@@H]1[C@@H]2c1ccccc1 | -1% | i | 1.0
COc1ccc(NS(=O)(=O)c2ccc(C)c(NC(=O)C3CCCO3)c2)cc1 (stereo unspecified) | -4% | i | 0.7
CCCCCCSc1ccc([C@H]2N[C@@](Cc3ccccc3)(C(=O)OC)[C@H]3C(=O)N(CC)C(=O)[C@@H]23)cc1 | 6% | i | 2.0
O=C(CC1OC(=O)c2ccccc21)Nc1ccc(Cl)c(S(=O)(=O)N2CCCCC2)c1 (stereo unspecified) | 1% | i | 0.1
CN(CC(=O)Nc1cccc(F)c1)C(=O)c1cc(-c2ccco2)nc2ccccc12 | -4% | i | 1.6
COc1ccc(NC(=O)COC(=O)c2ccc(-n3cnnn3)cc2)c([N+](=O)[O-])c1 | -12% | i | 0.6
COc1cc(OC)cc(-c2c(C#Cc3ccsc3)c3cc(-c4cccc5[nH]ccc45)ccc3n2C)c1 | 0% | i | 0.8
CC(C)(C)N(Cc1ccccc1)C(=O)COC(=O)/C=C/c1ccc2c(c1)OCO2 | -12% | i | 0.3
O=C(O)C1CCN(Cc2cnn(-c3ccccc3)c2-n2cccc2)CC1 | -10% | i | 5.0
C[C@@H]1CN([C@@H](C)CO)C(=O)Cc2cc(NC(=O)C3CCCCC3)ccc2O[C@H]1CN(C)S(=O)(=O)c1ccccc1 | 0% | i | 1.2
O=C(NCCCCc1ccccc1)NC[C@@H]1CC[C@@H](Cc2ccc(-c3ccccc3)cc2)O1 | 10% | i | 0.6 | Dengue-2 NS5 capping pilot replicate=2.8
Cc1ccc(-c2csc(NS(=O)(=O)c3cccc(F)c3)n2)o1 | 32% | i | 0.8
CC(C)[C@H](NC(=O)c1ccccc1)C(=O)Nc1cccc(S(=O)(=O)N2CCOCC2)c1 | -4% | i | 1.8
Cn1c(N)c(C(=O)CSc2nnc(C3CC3)n2Cc2ccccc2)c(=O)n(C)c1=O | 1% | i | 0.6
Cc1ccc(CNC(=O)c2ccc(N3CCC4(CC3)CC(c3cccc(Br)c3)=NO4)c(N)c2)cc1 | -10% | i | 3.0
Cc1ccc(CONC(=O)c2cccc(C)c2)cc1 | -1% | i | 0.6
CC(OC(=O)CNC(=O)c1ccc(Cl)c(Cl)c1)C(=O)N1CCOCC1 (stereo unspecified) | -4% | i | 0.9
Cc1ccc(OCC(=O)N2CCC(C)CC2)c([N+](=O)[O-])n1 | 4% | i | 2.1
CCOC(=O)N1CCN(C(=O)COc2ccc3oc4c(c3c2)CCCC4)CC1 | -9% | i | 1.5
Cc1c(NC(=O)c2cccc(NC(=O)COc3cccc(Br)c3)c2)c(=O)n(-c2ccccc2)n1C | -4% | i | 1.2
CC1(C)Nc2cccc3cccc(c23)N1 | 4% | ? | ·
O=C(O)c1cccc2c1Cc1cc(Cl)ccc1-2 | 7% | i | 1.4
CCOc1ccc(Cc2nnc(SCC(=O)Nc3ccc(OC)cc3)n(N)c2=O)cc1 | -6% | i | 0.6
O=C(COC(=O)c1ccccn1)NCc1ccc(Cl)cc1Cl | -4% | i | 0.3
C[C@H](O)[C@@H]1C(=O)N2CCc3c([nH]c4ccccc34)[C@@H]2C[C@@H]1N(C)C(=O)NC1CCCCC1 | 2% | i | 0.3
COc1ccc(/C=C/C(=O)OCC(=O)c2c[nH]c3ccccc23)cc1 | -1% | i | 0.7
CCn1nc(Cc2cccc3ccccc23)c(C#N)c1N | -6% | i | 1.4
CC(C)(C)c1ccc(OCCCCCCN2CCNCC2)cc1 | 2% | i | 1.0
CCNc1nnc(SCC(=O)NC2CCCCCC2)s1 | 1% | i | 0.7
O=C(NNC(=O)c1cccc2ccccc12)c1ccc(Cl)cc1Cl | -3% | i | 0.4
CC(C)=C[C@@H]1C[C@H](C)[C@H]2CC[C@H](C)c3c(O)c(O)c(C)c1c32 | 19% | i | 1.7
O=C(CCNS(=O)(=O)c1ccccc1)NNC(=O)COc1ccccc1F | -5% | i | 0.5
COc1cnc(-c2ccccc2)c(-c2ccccc2)n1 | -5% | i | 0.3
O=C(CN1CCOCC1)N1c2ccccc2Sc2ccc(Cl)cc21 | 2% | i | 1.8
CCOC(=O)c1ccc(NC(=O)CCN2C(=O)C3CC=CCC3C2=O)cc1 (stereo unspecified) | 1% | i | 0.7
Cc1cccc(C#Cc2ccccc2)n1 | 1% | i | 1.4
C[C@H](O)[C@@H]1C(=O)N2CCc3ccc(-c4ccccc4)cc3[C@@H]2C[C@@H]1N(C)C(=O)Nc1cc(Cl)cc(Cl)c1 | -5% | i | 0.5
COc1ccc(NC(=O)CCc2nc3ccccc3c(=O)[nH]2)cc1S(=O)(=O)N1CCCCC1 | 3% | i | 0.9

Following part
SMILES | Dengue-2 NS5 capping | Myeloid diff MLP | Myeloid diff MLP GFP+ MAC1+ % | others
COc1ccc(S(N)(=O)=O)cc1C(=O)OCC(=O)N1CC(=O)Nc2ccccc21 | -2% | i | 0.5
O=C(NCC(=O)N1CCCC(C(F)(F)F)C1)c1ccccc1Br (stereo unspecified) | -7% | i | 0.7
Cc1cc(Cl)c(C)c(S(=O)(=O)N2CCN(C(=O)C3CCCO3)CC2)c1Cl (stereo unspecified) | -2% | + | 1.8*
CC(C)CN(C(=O)CSc1ncnc2sccc12)C1CCS(=O)(=O)C1 (stereo unspecified) | -9% | i | 1.3
O=C(c1ccc(F)cc1)N1CCC(C(=O)N2CCN(c3ncccn3)CC2)CC1 | -4% | i | 0.8
CC[C@]12C(=O)N(C)C[C@H]([C@@H]3C(=O)N(Cc4ccccc4)C(=O)[C@@H]31)N2C(=O)c1ccc(Br)cc1 | -13% | i | 1.8
O=C(NC1(C(F)(F)F)NC(=O)N(Cc2ccccc2)C1=O)c1cccs1 (stereo unspecified) | -3% | i | 2.2
Cc1cccn2c(=O)c3cc(C#N)c(=NC(=O)c4ccccc4)n(Cc4ccco4)c3nc12 | 9%&8% | i | 0.6&1.3
O=C(NCc1ccccc1CN1CCCC1)c1ccc(Cl)c(S(=O)(=O)N2CCCC2)c1 | -4% | i | 0.7
O=S(=O)(NCC1(N2CCOCC2)CCCCC1)c1ccccc1Cl | -12% | i | 2.1
